# Compound activity deposited in PubChem by several laboratories.
# EBNA-1 inh: EBNA-1 DNA-binding inhibitors, primary screen, biochemical, fluorescence polarization | inhibition, % at 14.8 µM | hit rate 0.34% among 300,000; in the data active = inhibition above about 28%
# Efflux pump mplx: inhibitors of Candida efflux pumps in yeast, primary screen, S. cerevisiae, Nile Red, multiplex; AID 485275, 2010; inhibition, % at 10 µM; hit rate 0.44% among 330,000; S. cerevisiae Candida pump triplex;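 active = plate passing quality check with inhibition over a set limit, or well fluorescence over plate mean plus 4 SD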;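 note: Nile Red retained in pooled yeast measured as flow cytometry median fluorescence; 0% = buffer negative control and 100% = Enniatin B positive control; higher means more Nile Red kept so more efflux inhibition; some compounds called inactive have numbers as strong as hits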
# ZTA counter: counter-screen for EBNA-1 inhibitors: inhibitors of Epstein-Barr virus ZTA; P03206; ZTA-DNA binding, fluorescence polarization; inhibition, % at 11 µM; hit rate 0.15% among 320,000; in the data active = inhibition above about 33%
# PREPL inh: PREPL enzyme inhibitors, primary screen, biochemical, fluorescence polarization; inhibition, % at 5.96 µM; Prolyl endopeptidase-like (Homo sapiens), Q4J6C6; recombinant PREPL, fluorescence polarization activity-based probe; hit rate 0.68% among 320,000; in the data active = inhibition above about 43%;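 note: 0% = enzyme with DMSO and 100% = wells lacking enzyme; many of its hits are not listed in these tables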
# Target sequence (Q4J6C6 whole entry, looked up): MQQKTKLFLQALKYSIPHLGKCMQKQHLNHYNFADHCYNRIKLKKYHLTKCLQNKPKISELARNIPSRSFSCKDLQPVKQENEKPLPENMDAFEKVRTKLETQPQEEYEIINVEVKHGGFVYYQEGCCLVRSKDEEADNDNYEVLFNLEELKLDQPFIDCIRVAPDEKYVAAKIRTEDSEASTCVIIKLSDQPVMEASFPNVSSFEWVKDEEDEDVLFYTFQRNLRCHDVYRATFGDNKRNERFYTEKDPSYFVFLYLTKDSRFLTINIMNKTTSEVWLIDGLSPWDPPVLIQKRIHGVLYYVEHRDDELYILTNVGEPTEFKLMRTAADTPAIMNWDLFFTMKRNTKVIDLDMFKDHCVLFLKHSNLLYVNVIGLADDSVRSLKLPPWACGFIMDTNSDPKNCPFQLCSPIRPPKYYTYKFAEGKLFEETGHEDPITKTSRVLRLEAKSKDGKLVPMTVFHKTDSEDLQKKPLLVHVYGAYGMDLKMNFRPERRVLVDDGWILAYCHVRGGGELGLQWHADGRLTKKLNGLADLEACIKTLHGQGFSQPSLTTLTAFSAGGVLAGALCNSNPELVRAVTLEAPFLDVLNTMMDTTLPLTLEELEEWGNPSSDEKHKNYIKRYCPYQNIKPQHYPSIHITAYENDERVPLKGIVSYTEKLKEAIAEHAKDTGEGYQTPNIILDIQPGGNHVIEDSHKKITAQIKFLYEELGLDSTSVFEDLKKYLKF
# core dimer inh: inhibitors of HCV core protein dimerization, primary screen, biochemical, TR-FRET, high-throughput; AID 1899, 2009; TR-FRET GST/Flag-core106 dimerization, 1536-well; inhibition, % at 5 µM; hit rate 0.33% among 300,000;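 active = inhibition above the mean of all tested compounds plus 3 SD, set per screening campaign, cut at about 45% in these data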
#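 test system = GST/Flag-tagged HCV core106 proteins | probe or stimulus = Eu donor and XL665 acceptor anti-tag antibodies | times = compound-protein-antibody incubation 4 h at 22.5 °C | signal = TR-FRET, excitation 340 nm, emission 617 and 671 nm | measure = percent inhibition of core106 dimerization signal | controls = wells lacking GST-core106 and wells with excess unlabelled core106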
# Fh CTSL1 inh: Fasciola hepatica cathepsin L1 inhibitors, primary screen, counter-screen for PFM18AAP inhibitor project, biochemical, QFRET, fluorogenic peptide substrate; AID 1906, 2009; recombinant F. hepatica cathepsin L1, Z-Leu-Arg-MCA fluorescence; hit rate 0.49% among 300,000; inhibition, % at 5.96 µM;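 active = inhibition above the mean of all tested compounds plus 3 SD, set per screening campaign, cut at about 17% in these data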;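 note: 0% = plate median of test compound wells and 100% = 1 µM Z-Phe-Ala-diazomethylketone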
# PP5 primary: PP5 phosphatase inhibitors, primary screen, biochemical, fluorescence | Serine/threonine-protein phosphatase 5 (Homo sapiens), P53041 | purified PP5c, OMFP substrate fluorescence | inhibition, % at 6.7 µM | hit rate 0.18% among 320,000 | AID 1987, 2009;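 active = inhibition above the campaign's mean inhibition across all tested compounds plus 3 SD, cut at about 9.5% in these data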;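 note: 0% = DMSO only and 100% = 100 µM cantharidin control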
# TPT1 inh: Candida albicans TPT1 enzyme inhibitors, primary screen, biochemical, fluorescence polarization; AID 1962, 2009; recombinant caTPT1, FP RNA substrate dephosphorylation; hit rate 0.81% among 300,000; inhibition, % at 5 µM; tRNA 2'-phosphotransferase TPT1 (Candida albicans SC5314);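 active = inhibition above the mean of all tested compounds plus 3 SD, set per screening campaign, cut at about 24% in these data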;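 note: plate controls were DMSO alone for no effect and ferristatin control at 100 nM for full effect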
# PP1 counter: PP1-alpha phosphatase inhibitors, primary screen, counter-screen for PP5 inhibitor project, biochemical, fluorescence, OMFP substrate, single point. Serine/threonine-protein phosphatase PP1-alpha catalytic subunit (Homo sapiens), P62136. purified PP1alpha. inhibition, % at 6.7 µM. hit rate 0.9% among 320,000;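 active = inhibition above the mean inhibition of all tested compounds plus 3 SD, computed separately for each screening campaign, cut at about 15% in these data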
# Target sequence (P62136 whole entry, looked up): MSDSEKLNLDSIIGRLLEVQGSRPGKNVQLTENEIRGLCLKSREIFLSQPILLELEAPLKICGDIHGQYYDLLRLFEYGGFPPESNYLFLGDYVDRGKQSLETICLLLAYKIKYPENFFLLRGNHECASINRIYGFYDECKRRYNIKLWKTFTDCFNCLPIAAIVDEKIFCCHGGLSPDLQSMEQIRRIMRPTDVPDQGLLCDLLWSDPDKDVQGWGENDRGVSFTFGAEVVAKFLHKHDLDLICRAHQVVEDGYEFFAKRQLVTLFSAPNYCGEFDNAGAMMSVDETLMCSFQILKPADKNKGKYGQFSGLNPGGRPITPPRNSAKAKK
# * hit, by the source's call; . = no result given. Only part of the results is shown; the hit share may differ from the screen's.
Compound	EBNA-1 inh	Efflux pump mplx	ZTA counter	PREPL inh	core dimer inh	Fh CTSL1 inh	PP5 primary	TPT1 inh	PP1 counter
O=C(c1ccccc1)N1CCCc2ccccc21	12.9	0.0	17.7	-1.6	-8.0	-0.1	-0.1	-1.8	-1.8
O=C(c1ccc(Cl)cc1)N(Cc1cccs1)C1CCS(=O)(=O)C1 (centres undefined)	7.7	-0.1	16.5	0.0	-4.1	4.3	-0.2	-0.1	-3.2
CCC(/C=N/NC(=O)CCCCC(=O)N/N=C/C(CC)CC)CC	-2.3	0.1	-2.5	-4.0	-14.6	7.4	0.1	-2.3	-2.7
COc1ccc(C(=O)C2CCCN(Cc3cccn3-c3ccccn3)C2)c(C)c1 (centres undefined)	4.1	1.0*	6.6	15.8	-2.6	-0.7	-1.0	-2.8	2.0
CC(Oc1ccc2c(-c3ccccc3)cc(=O)oc2c1)C(=O)N[C@H](Cc1c[nH]c2ccccc12)C(=O)O (some centres undefined)	-3.9	0.2	16.1	1.0	4.9	2.6	6.0	-0.2	-5.3
Cc1ccc(C)c(OC(=O)c2cccnc2)c1	1.9	0.1	-4.8	-0.4	-1.6	-1.3	0.9	1.8	-3.8
CCOC(=O)N=S(N)(=O)c1ccccc1 (centres undefined)	6.4	-0.4	7.4	-0.1	-0.8	5.2	-2.1	-2.5	-1.8
O=S(=O)(Nc1cccc(-c2ccc(N3CCOCC3)nn2)c1)c1ccc(Cl)c(Cl)c1	2.5	0.1	1.3	-27.6	14.6	3.0	4.8	-1.9	1.6
NS(=O)(=O)c1ccc(N=NN2CCCCC2)cc1	3.0	0.1	16.8	8.1	1.2	7.6	-0.1	-1.3	-0.7
Cc1cnc(C(=O)OCC(=O)NC23CC4CC(CC(C4)C2)C3)cn1	8.8	-0.1	-6.5	3.3	7.4	-9.3	1.1	3.8	-10.2
O=C(COc1ccc(Cl)cc1)N1CCN(c2ccc([N+](=O)[O-])c(N3CCOCC3)c2)CC1	-11.1	-0.1	6.5	29.5	5.3	-0.6	1.6	-0.6	-0.4
Cc1ccccc1C(=O)c1cccn1CC(=O)NC(C)c1ccc2c(c1)OCCO2 (centres undefined)	3.7	0.1	-11.3	4.6	8.2	0.5	1.1	-0.1	-8.2
CC(=O)NC(CC(C)C)C(=O)NC(=O)NCc1ccccc1 (centres undefined)	0.6	-0.1	-4.7	7.5	0.9	-2.3	0.9	-1.9	6.1
CN(C)S(=O)(=O)c1cccc(COC(=O)c2cnccn2)c1	5.7	-0.4	3.2	-5.1	9.5	-1.1	0.8	-1.2	4.2
COc1ccc(S(=O)(=O)Cc2ccc(C(=O)N3CCC(C(N)=O)CC3)o2)cc1	-4.1	0.1	-11.4	3.7	-0.5	-1.2	3.2	-0.8	-6.9
O=C(c1ccncc1)N1CCN(c2ccc3ccccc3n2)CC1	-1.4	0.0	4.7	-6.8	0.4	-1.2	1.5	5.7	-1.7
CCC(Sc1ccc2nnc(-c3cccnc3)n2n1)C(=O)OC (centres undefined)	-6.4	-0.1	-7.7	0.6	3.2	3.8	-2.0	1.5	-1.2
CC(=O)Nc1ccc(S(=O)(=O)N(C)CC(=O)Nc2ccccc2N2CCCC2)cc1	-0.9	0.1	-11.2	0.9	0.3	-1.0	1.5	3.9	-5.8
CCOc1ccccc1Nc1nnc(Cc2ccccc2Cl)c(=O)[nH]1	2.1	0.0	12.2	-4.3	1.5	3.1	3.6	0.5	-0.3
CN(c1ccccc1)S(=O)(=O)c1cccc(C(=O)OCC(=O)NCc2ccc3c(c2)OCO3)c1	6.8	0.0	1.2	6.9	-0.7	0.4	0.2	-2.6	1.9
N/C(=N\OC(=O)c1cccc(Br)c1)c1ccncc1	-5.8	0.2	4.8	-12.4	0.7	0.4	1.9	0.1	1.5
CCOc1ccc(S(=O)(=O)c2c(C(=O)c3ccc(C)cc3)cnc3cc4c(cc23)OCCO4)cc1	-7.5	0.2	7.0	23.2	-25.9	-3.9	1.8	-1.9	-0.2
Cc1ccc(Oc2cc(C#N)c(C#N)cc2-n2nnc3ccccc32)cc1C	-11.7	0.3	-0.9	-5.5	3.7	-1.1	-2.6	3.6	6.3
Cc1ccc(C(=O)NC(=C(Cl)Cl)S(=O)(=O)c2ccccc2)cc1	3.9	0.0	3.8	-8.9	12.6	12.0	0.9	0.0	-0.5
Cc1ccccc1C(=O)/C=C1\NC(=O)CS1	-12.4	-0.1	-12.4	6.9	-0.3	-1.1	1.3	4.2	-1.9
CC(OC(=O)CNC(=O)c1ccco1)C(=O)Nc1ccc(Cl)cn1 (centres undefined)	17.1	0.1	5.8	-6.4	1.3	1.4	-1.3	0.6	-6.5
O=C(C1CN(S(=O)(=O)c2ccccc2)CCN1S(=O)(=O)c1ccccc1)N1CCCCCC1 (centres undefined)	13.8	-0.2	7.0	9.8	1.6	1.5	1.1	1.5	-4.7
C=CCSc1nc2sc(C)c(C)c2c(=O)n1N	3.5	-0.1	-13.2	-1.5	-1.4	-1.3	1.7	-0.3	-0.8
O=C(N/N=C/C=C/c1ccccc1)C(O)c1ccccc1 (centres undefined)	-18.3	-0.1	-21.8	-7.3	-12.9	9.0	3.3	-1.1	-2.0
CCOC(=O)C1CCCCN1C(=O)c1oc2c(Cl)cc(C)cc2c1C (centres undefined)	0.6	0.0	-12.2	14.4	-10.3	-0.8	4.1	-2.2	1.9
CCC1CCCCN1C(=O)CCS(=O)(=O)c1ccc2c(c1)CCN2C(C)=O (centres undefined)	0.6	0.1	-19.4	-0.4	-4.2	-8.2	0.8	-1.9	-2.6
COC(=O)c1c(NC(=O)C(=O)NCCCN2CCOCC2)sc2c1CCC2	5.9	-0.1	-2.8	1.6	0.3	23.3*	2.7	-3.6	-4.3
N#CC1=C(SCC(=O)Nc2cccc3cccnc23)NC(=O)C(C#N)C12CCCCC2 (centres undefined)	4.9	0.0	11.2	7.6	12.5	7.2	1.4	-3.8	-0.1
Cn1cc(S(=O)(=O)NCC2CCCO2)c(=O)n(C)c1=O (centres undefined)	-7.7	0.1	1.1	-9.2	-0.8	-2.4	-1.1	2.9	1.2
COC(=O)Nc1ccc(C)c2nsnc12	-6.1	0.0	-2.2	8.7	-6.1	-2.5	-0.8	-0.3	-0.2
CCCCc1cc(=O)oc2cc(C)cc(OCC(=O)N3CCC(C(N)=O)CC3)c12	1.0	0.0	-7.4	7.7	-1.4	3.3	2.2	-7.6	-5.5
CCN(CC)S(=O)(=O)c1ccc2c(c1)N(CC(=O)NCCN1CCOCC1)C(=O)CO2	11.9	-0.1	14.3	7.0	4.6	-2.2	-0.6	1.2	-3.6
O=C(Nc1nc(-c2cc(F)ccc2F)cs1)C1=COCCO1	2.2	-0.1	-8.1	12.7	-7.0	0.4	-0.8	-0.3	-2.2
CCOc1ncccc1C(=O)Nc1ccc(C)c(S(=O)(=O)N2CCCCCC2)c1	.	0.2	-8.4	-5.7	.	.	1.9	.	4.0
COc1ccc(C(=O)COC(=O)Cn2nnc3ccccc32)cc1Br	7.0	0.1	10.6	0.3	2.2	0.8	1.0	0.5	2.1
Cc1ccc(CCNC(=O)c2ccc(CS(=O)(=O)Cc3ccccc3F)o2)cc1	-1.4	0.1	3.9	7.0	1.4	-1.1	0.4	5.2	-5.9
C(=N\N(Cc1ccccc1)c1ccccc1)/c1cccnc1	3.5	0.4	-1.2	0.6	1.7	-0.1	1.6	0.9	0.6
CCc1ccc(NC(=O)c2cc(CC(C)C)on2)cc1	0.6	0.2	-1.0	2.7	2.1	-1.6	-0.3	1.3	-2.3
COc1ccc(-n2ncc3c2CC(C)(C)CC3NC(=O)CCc2c(C)noc2C)cc1 (centres undefined)	-0.6	1.2	-0.2	-3.6	-4.9	-2.0	-0.8	1.0	0.6
CNCc1c(OCc2ccccc2F)ccc2ccccc12	4.6	0.1	11.6	-26.1	-0.8	0.1	-0.6	-4.1	2.0
COc1ccccc1C(=O)NC1CCN(C(=O)Nc2ccc(C)cc2)CC1	0.8	-0.2	5.1	-2.8	-4.0	3.6	0.2	0.5	4.1
CCOc1ccc(CCNC(=O)CCOc2cc(C)ccc2C)cc1OCC	2.6	0.0	3.1	0.7	9.5	9.7	3.9	-3.4	1.7
Cc1ccc(Cl)c(OCC(=O)Nc2cccnc2)c1	12.3	-0.3	-11.5	16.8	-0.4	-0.9	2.5	-4.0	-2.3
Cc1ccc(S(=O)(=O)Nc2ccc3c(c2)OCCO3)cc1	4.9	0.0	-10.5	-0.4	5.9	1.8	0.1	-2.2	-3.1
COc1ccc(NC(=O)c2ccc(F)cc2)cc1S(=O)(=O)Nc1cc(C)ccc1Br	-2.8	-0.1	-21.4	-34.1	4.5	-1.5	8.2	-0.9	0.8
CN(Cc1ccccc1)C(=O)COC(=O)CCN1C(=O)C2CC=CCC2C1=O (centres undefined)	.	0.0	-11.9	-0.1	.	.	-0.9	.	-3.6
O=C(c1cc(COc2ccc(F)cc2Cl)on1)N(CCO)Cc1cccs1	-2.2	0.1	-21.4	-4.0	-11.5	-2.4	3.0	2.4	1.1
CC(C)CSc1nsc(N)n1	-1.7	-0.1	-3.8	11.5	-6.9	5.8	0.1	-0.8	-2.3
CN(C)/C=C/C=C1C(=O)CCCC1=O	-1.0	0.1	3.6	-7.1	0.8	-3.4	-1.9	8.9	-4.5
Fc1ccc(Oc2nc(-c3ccccc3)nnc2C(F)(F)F)cc1	-3.3	0.1	4.2	17.2	-6.0	-0.1	0.3	5.2	-4.3
O=C(COc1ncnc2ccccc12)NC(=O)NCc1ccccc1	-3.4	-0.1	9.1	1.5	0.3	1.3	-0.3	-0.4	-2.3
CC(C)N1CCN(Cc2cccc(-c3ccco3)c2)CC1CCO (centres undefined)	-7.3	-0.2	-12.6	14.6	-6.6	2.3	1.5	-0.4	-2.5
CC(=O)Nc1cccc(C)c1	.	-0.1	-1.5	-3.0	.	.	-0.4	.	-1.7
Cc1cccc(N=C2NC(=O)/C(=C/c3cccnc3)S2)c1C	4.5	0.1	9.1	20.2	0.4	4.5	1.7	0.7	-2.1
Cc1ccc(S(=O)(=O)N2CCOCC2)cc1C(=O)Nc1ccncc1	.	0.1	-3.3	1.7	.	.	-2.2	.	1.3
Cc1ccccc1CNC(=O)C(=O)Nc1nccs1	2.2	0.0	1.4	-3.7	-1.1	0.9	-2.9	-0.5	-3.1
COc1ccc(C(=O)N(CC(=O)NC(C)(C)C)c2ccc3c(c2)OCCO3)cc1OC	6.8	-0.1	-10.1	16.7	2.9	2.0	-0.5	-4.9	-0.7
